Compound activity as filed in PubChem.
ROMK primary = modulators of human ROMK potassium channel; B-score at 10 µM; AID 1918; P48048; hit rate 2% among 130,000; Tet-inducible ROMK, thallium flux fluorescence; actives lie on both sides;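 active = signal ratio slope over the read window, or its plate-corrected B-score, at least 3 SD from the plate mean, either direction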;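 also: B-score of the F/F0 ratio slope over 7 to 12 s after thallium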
Target sequence (P48048 whole entry, looked up): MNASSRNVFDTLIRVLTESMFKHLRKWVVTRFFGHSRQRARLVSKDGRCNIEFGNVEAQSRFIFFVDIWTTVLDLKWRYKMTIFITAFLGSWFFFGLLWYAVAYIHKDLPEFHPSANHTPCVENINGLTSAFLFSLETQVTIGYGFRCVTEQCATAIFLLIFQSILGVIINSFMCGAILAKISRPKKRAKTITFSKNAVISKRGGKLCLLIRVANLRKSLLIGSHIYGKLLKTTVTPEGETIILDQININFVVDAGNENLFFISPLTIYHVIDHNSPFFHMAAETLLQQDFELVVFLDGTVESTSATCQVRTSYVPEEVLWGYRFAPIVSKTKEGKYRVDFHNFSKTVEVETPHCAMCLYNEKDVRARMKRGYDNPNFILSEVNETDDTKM
STAT1 blocker = STAT1 signaling inhibition; NIH 3T3 STAT1-luciferase reporter, IFN-gamma, luminescence; inhibition, % at 5.5 µM; hit rate 0.35% among 200,000; AID 920;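 active = inhibition above a set limit, the mean inhibition across all tested compounds plus 3 SD, cut at about 34% in these data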;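 also: 0% = IFN-gamma with DMSO and 100% = IFN-gamma with 300 µM nifuroxazide; values of inactives mirror those of a sister screen read the other way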
S1P3 antag = blocks the human S1P3 receptor; Q99500; CHO S1P3 NFAT-BLA reporter, FRET fluorescence, antagonist mode; inhibition, % at 4.98 µM; hit rate 0.27% among 170,000;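 active = inhibition above the plate cutoff, the mean inhibition of test wells on that plate plus 3 SD, cut at about 28% in these data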;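 also: cells challenged with S1P at its EC80 of 0.8 µM; blue over green emission ratio from cleaved BLA substrate after 4 h stimulation; 0% = S1P-stimulated wells and 100% = unstimulated DMSO-only wells; some compounds past the cut are filed as inactive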
Target sequence (Q99500 whole entry, looked up): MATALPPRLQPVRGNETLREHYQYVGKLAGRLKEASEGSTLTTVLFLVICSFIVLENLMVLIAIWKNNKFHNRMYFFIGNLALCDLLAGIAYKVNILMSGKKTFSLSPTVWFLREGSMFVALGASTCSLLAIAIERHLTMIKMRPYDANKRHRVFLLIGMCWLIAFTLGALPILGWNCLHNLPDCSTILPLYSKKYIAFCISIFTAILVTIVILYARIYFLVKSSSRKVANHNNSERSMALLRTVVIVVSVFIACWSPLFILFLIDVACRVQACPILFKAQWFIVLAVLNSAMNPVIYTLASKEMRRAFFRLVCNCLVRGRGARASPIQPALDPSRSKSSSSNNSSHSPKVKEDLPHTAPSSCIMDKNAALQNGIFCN
PPARg SRC-1 ag = PPARgamma-driven SRC-1 recruitment agonism. P37231. PPARgamma-SRC-1 coactivator recruitment biochemical assay. activation, % at 8 µM. hit rate 0.41% among 200,000. AID 631; in the data active = activation above about 19%;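 also: 0% = DMSO and 100% = reference agonist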
RAM network inh = yeast RAM network inhibition; S. cerevisiae dse1pr::URA3 reporter, 5-FOA growth OD615, 2 d; analog-sensitive cbk1-as2 kinase mutant strain; inhibition, % at 50 µM; hit rate 1.8% among 190,000;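 active = inhibition above a set limit, 3 SD over mean compound inhibition, cut at about 8.4% in these data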;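 also: 0% = DMSO-only wells with no growth and 100% = 10 µM 1-NA-PP1 full growth; inhibition rescues growth on 5-FOA so higher OD means more RAM inhibition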
TLR4 MyD88 comp = TLR4-MyD88 interaction inhibition in cells; inhibition, % at 8.4 µM; HeLa CL3-4 TLR4/MyD88 BLA complementation, FRET ratio; AID 861; hit rate 0.18% among 200,000; O00206+Q99836; in the data active = inhibition above about 25%;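 also: 0% = vehicle and 100% = reference inhibitor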
STAT3 activator = increases IL-6 driven STAT3 reporter signal | hit rate 0.91% among 190,000 | AID 871 | activation (% of control), % at 5.6 µM | U3A cells, IL-6 STAT3-luciferase reporter, luminescence; 100% = signal with IL-6 EC80 alone;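 active = activation above the screen-wide mean of compound activation plus 3 SD, cut at about 130% in these data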;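 also: 0% = background luminescence of wells with medium and substrate only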
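Material: human STAT1-deficient U3A cells with stable STAT3-luciferase reporter / Probe or stimulus: IL-6 stimulus at 33 ng/mL final / Schedule: 1 h compound pre-exposure, 6 h IL-6 stimulation, 37 °C / Technique: luminescence / Read-out basis: percent of IL-6-only median luminescence / Control set: IL-6-only high control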
PPARg SRC-2 ag = agonists of SRC-2 recruitment by human PPARgamma. P37231. AID 1032. hit rate 0.34% among 200,000. activation, % at 8 µM. PPARgamma LBD-SRC-2 recruitment, biochemical; in the data active = activation above about 22%;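 also: 0% = vehicle and 100% = reference agonist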
STAT3 blocker = STAT3 signaling inhibition. inhibition, % at 5.5 µM. U3A cells, IL-6 STAT3-luciferase reporter, luminescence; host cell line lacks STAT1. hit rate 0.89% among 190,000;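 active = inhibition above the mean inhibition across all screened compounds plus 3 SD, cut at about 44% in these data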;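 also: 0% = DMSO only wells and 100% = 100 µM nifuroxazide control wells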
PPARg SRC3 recr = agonists of human PPARgamma SRC-3 coactivator recruitment | biochemical PPARgamma/SRC-3 coactivator recruitment assay | hit rate 0.26% among 200,000 | P37231 | activation, % at 8 µM; in the data active = activation above about 23%;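 also: 0% = DMSO and 100% = reference agonist; some compounds past the cut are filed as inactive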
SRC2 TRFRET art = counter-screen for PPARgamma SRC-2 recruitment agonists: TR-FRET artefact; hits give high values; TR-FRET ratio at 8 µM; hit rate 0.4% among 200,000; AID 1049; in the data active = TR-FRET ratio above about 2000; also: inactives centre near 1500
Starred values were filed as active, the others as inactive; / = not tested or not shown.

nr	Compound	RAM network inh	STAT3 blocker	ROMK primary	STAT1 blocker	SRC2 TRFRET art	TLR4 MyD88 comp	S1P3 antag	PPARg SRC3 recr	STAT3 activator	PPARg SRC-2 ag	PPARg SRC-1 ag
1	O=C(COc1ccccc1Cl)OCC(=O)N1CCN(S(=O)(=O)c2ccccc2)CC1	0.6	-3	0.04	6	1482	8	-18	1	105	-6	-8
2	O=C1CC(SC(=Nc2ccccc2)Nc2ccccc2)C(=O)N1c1ccc(Cl)cc1 (stereo not drawn)	4.5	5	/	-1	1568	-4	/	-2	96	3	-2
3	CCOc1ccc(N2CC(=O)Nc3ccccc3NCC2=O)cc1	0.5	-1	-0.061	9	1389	11	-10	-3	105	-10	-6
4	NC(=O)C1CCCN(S(=O)(=O)c2ccc(Br)cc2)C1 (stereo not drawn)	0.8	5	/	-2	1562	-5	-14	3	97	16	8
5	CC(=O)Nc1cccc(C(=O)Nc2ccccc2C(=O)O)c1	3.1	19	/	14	1522	3	-12	-14	86	4	8
6	COc1cc(C(=O)OC(C)C(=O)N2CCc3ccccc3C2)ccc1OCC(=O)N1CCOCC1 (stereo not drawn)	1.6	1	0.02	-7	1623	8	-4	-5	103	-5	3
7	CCN1C(=O)/C(=C/C=C2\C=CN(CC)c3ccccc32)SC1=S	4.0	0	/	0	1649	-2	4	-1	102	3	1
8	CN(C)S(=O)(=O)c1ccc(C(=O)OCCCN=C2NS(=O)(=O)c3ccccc32)cc1	1.8	7	/	7	1587	-8	-12	8	102	-2	10
9	CCOc1ccc(NC(=O)c2ccc3c(SCC(=O)O)c4c(nc3c2)CCCC4)cc1	6.7	11	0.66	-3	1823	3	-14	0	94	8	10
10	COc1ccccc1C(=O)CSc1nnc(-c2ccco2)o1	3.6	19	-0.27	-12	1538	-1	-2	5	86	-2	8
11	CC(C)(C)NC(=O)c1cccc(NC(=O)c2ccc(NC(=O)c3ccco3)cc2)c1	-0.2	12	/	3	1295	-1	22	-5	93	4	-3
12	Fc1ccccc1Cc1noc(CN2CCC(OCc3cccnc3)CC2)n1	0.4	5	1	-1	1496	-6	-14	-1	100	-3	0
13	O=C(NCc1cccnc1)c1cc([N+](=O)[O-])ccc1N1CCOCC1	0.1	6	0.21	0	1625	2	-245	4	101	1	2
14	CCn1ccnc1C(O)c1cccc(OC)c1 (stereo not drawn)	0.8	2	0.58	-5	1445	-5	26	2	100	4	0
15	COc1ccc(-c2ccc(C#N)c(SCC(=O)NCCc3ccccc3)n2)cc1OC	1.5	-9	/	-9	2078*	4	-38	2	107	11	1
16	COc1ccc(N2CCN(C(=O)CN3C(=O)C4CC=CCC4C3=O)CC2)cc1 (stereo not drawn)	0.9	5	0.46	-4	1528	-12	-11	11	95	0	-3
17	Cc1cc2c(cc1C)NC1(C(=O)Nc3ccccc31)C1=C(CC(C)(C)CC1=O)N2 (stereo not drawn)	3.1	-4	/	-3	1543	-21	-8	7	105	7	8
18	Cc1nn(-c2ccc(F)cc2)c(C)c1/C=C/C(=O)N1CCNC(=O)C1	-0.2	-7	-0.24	-5	1734	2	-14	2	108	-6	5
19	CCOC(=O)c1ccc(COC(=O)CCc2nc3ccccc3[nH]c2=O)o1	0.7	6	/	3	1540	17	/	6	98	2	-1
20	CC(C)Cc1nnc(NC(=O)CSc2nc(O)c(Cc3ccccc3)c(=O)[nH]2)s1	0.0	12	0.41	0	1534	11	-11	3	94	-3	0
21	O=C(N/N=C/c1ccco1)C12CC3CC(CC(C3)C1)C2	0.0	4	0.7	-8	1650	1	-2	2	100	8	6
22	Cc1ccc(-n2c(-c3ccccc3)c[n+]3c2CCc2ccccc2-3)c(C)c1	1.5	66*	-0.012	28	1638	9	3	1	47	-1	8
23	CC(=O)c1cccc(NC(=O)C2CCCN2S(=O)(=O)c2cccc3nsnc23)c1 (stereo not drawn)	1.2	8	/	0	1741	4	/	-3	100	10	5
24	Nc1c(C(=O)NC2CC2)c2nc3ccccc3nc2n1-c1ccc2c(c1)OCO2	4.7	22	1.2	3	1510	-21	5	4	86	1	7
25	COCCn1nnnc1CN(Cc1ccco1)Cc1cc2cc3c(cc2[nH]c1=O)OCO3	0.8	-1	/	2	1518	7	/	2	104	1	2
26	CCC(=O)Nc1c(C#N)c2nc3ccccc3nc2n1C1CCCCC1	2.5	-4	-0.82	0	1600	-4	/	-10	104	1	-1
27	O=C(NCCSc1ccccn1)c1ccc(Cl)cc1Cl	1.0	17	0.78	-29	1460	-20	-7	4	92	1	8
28	Cc1ccc(NC(=O)c2cc(N3CCOCC3)nc3ccccc23)cc1	0.3	-54	0.013	3	1487	3	/	4	153*	1	12
29	O=C(NC(=S)NCCc1ccccn1)c1ccccc1	2.4	1	/	-19	1776	-8	6	4	101	7	-4
30	CCc1n[nH]c(=S)n1/N=C/c1ccc(N(CC)CC)cc1	0.1	2	-0.37	-5	1596	-4	8	4	101	-2	2
31	CCN(C(=O)CSc1cc(C)c2cccc(C)c2n1)C1CCS(=O)(=O)C1 (stereo not drawn)	-1.0	1	-0.99	6	1651	1	-18	4	101	-1	-2
32	O=C(Nc1cccc2ccccc12)NC1CCCc2ccccc21 (stereo not drawn)	8.2	11	0.46	2	1716	6	/	6	96	1	-1
33	Clc1ccc(OCCn2cnc3ccccc32)c(Cl)c1	0.2	9	/	-9	1421	0	/	-4	93	-1	0
34	COc1cc(C(=O)NCc2ccc(-c3nc4ccccc4s3)cc2)cc(OC)c1OC	1.1	-1	/	-46	1525	-5	-12	1	104	3	6
35	COC(=O)c1ccccc1N1C(=O)C2C(C1=O)[C@H]1C=C[C@@H]2C1 (stereo partly drawn)	0.9	5	/	-1	1581	2	-29	0	98	2	8
36	COc1cccc(NC(=O)N2CCC(C(=O)Nc3ccc(C)cc3C)CC2)c1	2.1	6	/	6	1633	-9	-24	12	100	8	7
37	CCC(C)Nc1nc(Cl)nc(N(C#N)CN2C(=O)c3ccccc3S2(=O)=O)n1 (stereo not drawn)	2.4	-4	/	11	1569	19	-18	0	105	2	-1
38	CC(=O)N1CCc2cc(Br)cc(S(=O)(=O)CCC(=O)Nc3c(C)n(C)n(-c4ccccc4)c3=O)c21	-0.1	-2	/	-8	1450	1	-7	6	104	4	2
39	O=C(Nc1ccc2nc(-c3ccc(Br)o3)[nH]c2c1)c1ccco1	1.0	17	/	-12	1339	7	26	1	91	7	6
40	COc1cccc(N2CCN(C(=O)c3nc4nc(C)cc(C)n4n3)CC2)c1	3.0	2	0.077	-1	1496	-4	9	7	102	8	-3
41	COc1ccc(C(=O)N2C(=S)NC(=O)/C2=C\c2ccc(C)cc2)cc1	3.1	-18	0.24	-11	1566	-8	-6	4	112	2	0
42	COc1cc(OC)cc(C(=O)Nn2cc(C(=O)Nc3c(F)cccc3F)c3ccccc3c2=O)c1	5.0	-15	1	-2	1648	0	-7	3	109	15	12
43	O=C(CC1(O)C(=O)N(C/C=C/c2ccccc2)c2ccccc21)c1ccccn1 (stereo not drawn)	1.2	18	/	7	1410	9	-16	-1	90	2	8
44	CC(C)CNC(=O)COC(=O)/C=C/c1ccccc1[N+](=O)[O-]	0.1	-45	1	-5	1373	-4	/	-10	145*	-3	0
45	COC(=O)CN(c1ccc2c(c1)OCCO2)S(=O)(=O)c1ccccc1	2.4	12	/	10	1491	-12	-23	6	93	6	2
46	O=C(NCCCn1ccnc1)c1ccc(S(=O)(=O)N2CCCCCC2)cc1	-0.5	-1	/	-2	1543	0	/	-6	105	-2	0
47	COc1cc(/C=N/NC(N)=S)ccc1OCC(=O)Nc1ccc(C)c(C)c1	4.3	-16	-0.017	-8	1652	-12	/	5	117	5	2
48	S=c1[nH]nc(-c2ccccc2)n1Cc1ccccc1	1.2	9	-1	-2	1668	3	/	12	96	5	6
49	CCOC(=O)C1=C(CNCc2ccc(F)cc2)NC(=O)NC1c1cccc([N+](=O)[O-])c1 (stereo not drawn)	0.1	1	-2.1	-10	1684	-9	-14	10	106	11	9
50	Cc1ccc(S(=O)(=O)N(CC#N)CC#N)cc1	2.0	6	-0.59	-16	1454	-20	-6	0	97	1	8

Later entries
nr	Compound	RAM network inh	STAT3 blocker	ROMK primary	STAT1 blocker	SRC2 TRFRET art	TLR4 MyD88 comp	S1P3 antag	PPARg SRC3 recr	STAT3 activator	PPARg SRC-2 ag	PPARg SRC-1 ag
51	O=C(Nc1cccc(S(=O)(=O)N2CCOCC2)c1)c1ccc(Cl)c([N+](=O)[O-])c1	3.4	2	-1.1	-8	1718	6	-10	3	103	-3	8
52	COC(=O)c1cccnc1NC(=S)NNC(=O)c1ccccc1	0.5	-6	2.2*	-5	1411	6	/	-1	102	1	3
53	Cc1cccc(N2CCN(CC(=O)Nc3nccs3)CC2)c1C	0.4	1	-1	-2	1290	3	/	-7	96	-1	-1
54	C/C(CCc1ccc2c(c1)OCO2)=N\N=C(/N)SC1CC(=O)N(c2ccccc2F)C1=O (stereo not drawn)	1.5	0	/	0	1445	-5	/	-5	100	-4	2
55	O=c1[nH]c(/C=C2\C=Nc3ccccc32)c(O)n1Cc1ccccc1F	4.7	11	-0.82	2	1372	-7	14	10	94	7	3
56	COCC(=O)Nc1ccc(F)cc1	1.8	-4	-0.13	7	1458	9	-26	1	107	6	5
57	COc1ccc(C(=O)Nc2ccc(-c3cn4ccsc4n3)cc2)cc1S(=O)(=O)N1CCOCC1	1.7	32	-1	12	1527	-16	22	1	79	8	7
58	CCn1c(=O)cc(OCC(=O)Nc2ccc(OC)c(OC)c2)c2ccccc21	3.1	35	-0.014	14	1572	-5	2	6	77	5	7
59	CCCc1ccc(OCc2ccc(C(=O)O)o2)c(OC)c1	0.9	9	/	-30	1437	4	/	-6	95	-8	2
60	COC(=O)c1c(NC(=O)COc2ncnc3ccccc23)sc(C)c1C	1.5	-13	/	-3	1461	-11	-12	3	107	4	4
61	CCS(=O)(=O)N1CCN(c2ccc([N+](=O)[O-])c(NC(C)c3ccccc3)c2)CC1 (stereo not drawn)	5.1	14	/	8	1708	10	/	6	97	2	7
62	CSc1nc2ccc(Nc3nc(N4CCOCC4)nc(N4CCOCC4)n3)cc2s1	1.4	28	/	-5	1612	7	16	7	81	9	4
63	O=C(CC(=O)c1ccccc1)Nc1cccnc1Cl	0.9	-8	0.78	-25	1647	-3	-2	-4	111	-10	-8
64	COc1cc2c(cc1O)C(Cc1ccc(O)cc1)NCC2 (stereo not drawn)	2.2	0	0.028	-1	1453	-1	-26	0	97	2	-1
65	COc1ccc(/C=C/C(=O)Nc2ccccc2C(F)(F)F)cc1OC	5.3	18	/	2	1350	18	/	-7	94	-7	0
66	NC(=O)C1CCN(C(=O)C2CCN(S(=O)(=O)c3ccccc3)CC2)CC1	0.8	9	/	4	1364	-4	-30	-16	100	-7	-5
